Kir21 inh: inhibitors of mouse Kir2.1 inward-rectifier potassium channel. Inward rectifier potassium channel 2 (Mus musculus), P35561. HEK293-Kir2.1, FluxOR thallium flux fluorescence; stronger effect = lower value. B-score at 10 µM. 310,000 tested, 0.85% active. AID 1672, 2009;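 active means fluorescence ratio B-score at or below minus 3 SD of library scores, with starting-brightness B-score within 2 SD, cut at about -4.2 in these data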;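 further: channel flux triggered by added potassium and thallium sulfate stimulus; B-score of peak minus minimum fluorescence over baseline after thallium stimulus; more negative B-score means stronger Kir2.1 block with less thallium influx; some compounds called inactive have numbers as strong as hits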
Target sequence (P35561 whole entry, looked up): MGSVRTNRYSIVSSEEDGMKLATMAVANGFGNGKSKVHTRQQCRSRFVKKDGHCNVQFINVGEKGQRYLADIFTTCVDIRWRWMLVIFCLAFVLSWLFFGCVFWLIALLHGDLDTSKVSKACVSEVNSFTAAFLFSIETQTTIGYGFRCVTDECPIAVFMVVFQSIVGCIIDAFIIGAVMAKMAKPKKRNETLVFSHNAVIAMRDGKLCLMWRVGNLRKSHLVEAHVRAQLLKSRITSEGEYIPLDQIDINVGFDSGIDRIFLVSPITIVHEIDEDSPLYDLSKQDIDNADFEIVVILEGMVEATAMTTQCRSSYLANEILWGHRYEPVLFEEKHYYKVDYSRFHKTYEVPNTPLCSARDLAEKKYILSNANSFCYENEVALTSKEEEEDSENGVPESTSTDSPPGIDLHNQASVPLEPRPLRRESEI
KCNQ2 block: KCNQ2 potassium channel inhibitors, primary screen, cell-based, CHO-K1, FluxOR thallium flux, B-score (AID 2156) | Potassium voltage-gated channel subfamily KQT member 2 (Rattus norvegicus), O88943 | 20 min; stronger effect = lower value | B-score at 10 µM | 310,000 tested, 1.1% active;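 active means fluorescence ratio B-score at most minus 3 library SDs, with starting brightness B-score within 2 library SDs, cut at about -5.5 in these data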
* = called active by the depositor; i = inactive.

structure | Kir21 inh | KCNQ2 block
COc1ccc(/C=c2\sc3nc(-c4ccccc4OC)nn3c2=O)c(OC)c1 | 1.34 | i
O=C1CC(C(=O)Nc2ccc(Cl)cc2)n2ncnc2N1 (stereo unspecified) | 1.84 | i
O=C(Cc1cccc(C(F)(F)F)c1)OCN1C(=O)c2ccccc2C1=O | 0.83 | i
COc1ccc(-c2csc(-n3ncc(C(=O)O)c3C(F)(F)F)n2)cc1 | -0.98 | i
COc1ccc(NC(=O)CN(C)C(=O)CN2C(=O)C3CCCCC3C2=O)cc1 (stereo unspecified) | 0 | i
Cc1nn(C(C)C(=O)NCc2ccccc2)c(C)c1[N+](=O)[O-] (stereo unspecified) | -0.18 | i
Cc1cc(C)nc(NS(=O)(=O)c2ccc(N=Cc3c(C)[nH]n(-c4ccccc4)c3=O)cc2)n1 | 1.72 | i
Cc1ccc(S(=O)(=O)CCc2nnc(NC(=O)C3CCCO3)s2)cc1 (stereo unspecified) | 1.71 | i
Clc1ccc(Nc2ncnc3ccc(Br)cc23)cc1 | 0.05 | i
CCOC(=O)C1=C(N)Oc2c(oc(CO)cc2=O)C1c1c(F)cccc1Cl (stereo unspecified) | -0.38 | i
Cc1cc(Nc2ncc(Cl)cc2Cl)n[nH]1 | -0.82 | i
O=C(COC(=O)CCN=C1NS(=O)(=O)c2ccccc21)NNC(=O)c1ccccc1 | 0.24 | i
O=C(CCCn1c(SCc2ccccc2F)nc2ccccc2c1=O)NCC1CCCO1 (stereo unspecified) | 1.73 | i
CCN(CC)C(=O)Cn1cc(S(=O)(=O)CC(=O)N2CC(C)OC(C)C2)c2ccccc21 (stereo unspecified) | 0.56 | i
COc1ccc(CCN2C(=NC(=O)CCC(=O)O)SC3CS(=O)(=O)CC32)cc1OC (stereo unspecified) | -0.46 | i
CCC/C=N/Nc1nnc(Cc2ccccc2)c(=O)[nH]1 | 2.97 | i
CC(=O)Oc1ccc(-c2cccc(C(=O)O)c2)cc1 | 0.13 | i
Cc1noc(C)c1Cn1nc(C(=O)O)c2ccccc2c1=O | 0.09 | i
O=C(NC1CCN(C(=O)Nc2ccc(F)cc2)CC1)c1ccccc1F | 1.41 | i
COc1cc(C)c(Cl)cc1S(=O)(=O)n1ccnc1C | -1.21 | i
COC(=O)C(C)NS(=O)(=O)c1ccc(NC(C)=O)cc1 (stereo unspecified) | -0.66 | i
Cc1sc2ncnc(NCCCn3ccnc3)c2c1C | -1.46 | i
CCN(CC)C(=O)CSc1nc2ccccc2c(=O)[nH]1 | 1.37 | i
CCCCc1ccc(NC(=O)Nc2cnccn2)cc1 | -0.1 | i
O=c1c(-c2ccco2)[n+]([O-])c2ccccc2n1OCc1ccccc1 | 0.67 | i
Cc1cccc2c1OCC/C2=N\NC(=O)COc1ccccc1Cl | 0.15 | i
O=C1CCC/C(=N\NC(=O)c2ccc(NS(=O)(=O)c3ccc(Br)cc3)cc2)C1 | -2.07 | i
COc1ccc(CNc2oc(COc3ccc(Cl)cc3)nc2C#N)cc1 | -0.75 | i
O=c1[nH][nH]c(C(F)(F)F)c1C=NCc1cccs1 | -1.33 | i
CN(C)c1ccc(NS(=O)(=O)c2cc(Cl)ccc2Cl)cc1 | -0.01 | i
COc1ccc(OC)c(NC(=O)CS(=O)(=O)c2ccccc2)c1 | 1.36 | i
Cc1cccc(NC(=O)c2ccc(S(=O)(=O)N3CCCCC3)cc2)c1 | -1.25 | i
CN1CC(=O)NC1=NC(=O)C12CC3CC(CC(C3)C1)C2 | -0.73 | i
COC(=O)c1cc2c(C)nn(C)c2s1 | -1.08 | i
CCCCN(C(=O)c1oc2ccc(OCC)cc2c1C)c1c(N)n(CCCC)c(=O)[nH]c1=O | 0.05 | i
CCCNS(=O)(=O)c1ccc(OCC(=O)NCC2CCCO2)cc1 (stereo unspecified) | 2.42 | i
COc1ccc(CC(NC(C)=O)C(=O)NC2CCN(S(=O)(=O)c3ccc(NC(C)=O)cc3)CC2)cc1 (stereo unspecified) | 1.07 | i
CCCN1C(=O)/C(=N\OCC(=O)Nc2ccc(C(C)C)cc2)c2ccccc21 | -0.32 | i
Cc1ccc(C(=O)NNC(=O)CNc2cccc(Cl)c2)cc1 | 1.89 | i
O=C(O)[C@H](Cc1ccccc1)NC(=O)N1CCN(c2ccccc2)CC1 | -0.44 | i
CN1CCc2nc3ccc(Cl)cc3c(-c3ccccc3Cl)c2C1 | -4.12 | i
Cc1cc(C)n2nc(SCc3nnc(-c4cccs4)o3)nc2n1 | 0.66 | i
Nc1cc(Oc2ccc(F)cc2F)cc([N+](=O)[O-])c1 | 0.07 | i
COc1ccccc1N1CCN(C(=O)C2CCN(S(=O)(=O)c3ccc(F)cc3)CC2)CC1 | 0.05 | i
Cc1ccc(NC(=O)[C@@H]2CCCN2S(=O)(=O)c2ccccc2C(F)(F)F)cc1S(=O)(=O)N1CCOCC1 | -1.18 | i
CN1C(C(=O)NCCc2cccs2)CC2Cn3c(nc4cc(Cl)c(Cl)cc43)C21 (stereo unspecified) | 1.74 | i
Cc1cc(C)n2c(SCC(=O)N3CCN(S(=O)(=O)c4ccc(Cl)cc4)CC3)nnc2n1 | 0.07 | i
O=C1/C(=C\c2ccc(Br)o2)Cc2ccccc21 | -0.61 | i
CNS(=O)(=O)c1ccc(Oc2ccc(S(=O)(=O)NC)cc2)cc1 | -0.03 | i
Cc1cc(C)cc(Cn2ncc(Cl)c(Cl)c2=O)c1 | -1.36 | i
Cc1nn(Cc2cccc(C(=O)NCC(C)C)c2)c(C)c1Br | 2.46 | i
CC(/C=C/c1ccccc1)=N/NC(=O)CNC(=O)c1ccc2c(c1)OCO2 | -0.01 | i
COc1ccc(NS(=O)(=O)c2cccc(C(=O)NNC(=O)CNC(=O)c3ccc(C)cc3)c2)cc1 | 0.25 | i
CCOC(=O)N1CCC(NC(=O)CCC(=O)N2CC(C)Oc3ccc(C)cc32)CC1 (stereo unspecified) | 2.47 | i
Cc1ccc(Oc2ccc(OCC(=O)OC3CCS(=O)(=O)C3)cc2)cc1 (stereo unspecified) | 0.82 | i
CCOc1cc(/C=C(\C#N)C(N)=O)ccc1OCc1c(C)no[n+]1[O-] | -0.27 | i
COc1ccccc1C(=O)NC(=O)COC(=O)Cn1[nH]c(=O)c2ccccc2c1=O | 1.99 | i
Cc1ccc2c(nc3s/c(=C\c4ccc(-c5ccccc5C(=O)O)o4)c(=O)n32)c1C | -9.77 | i
C[C@@H](NC(=O)c1nc[nH]c1C(=O)N[C@@H](Cc1ccccc1)C(=O)OCc1ccccc1)c1ccccc1 | 1.84 | i
O=C(NC1CCN(Cc2ccccc2)CC1)c1ccccc1Cl | 0.85 | i

Remaining list, next part.
SMILES	Kir21 inh	KCNQ2 block
Cc1cccc(N2CCN(C(=O)C3CCC(CNS(=O)(=O)c4cccs4)CC3)CC2)c1C (stereo unspecified)	0.44	i
CC(=O)N1c2ccc(S(=O)(=O)N3CCC(C(=O)Nc4ccc(F)cc4)CC3)cc2CC1C (stereo unspecified)	-0.05	i
CC(C)c1cc(N2CCN(C(=O)c3ccco3)CC2)n2c(nc3ccccc32)c1C#N	-0.47	i
CCN(CC)C(=O)c1csc(Nc2cccc3ccccc23)n1	-1.46	i
COc1ccc(-n2ncc3c2CC(C)(C)CC3NC(=O)CCn2nc(C)cc2C)cc1 (stereo unspecified)	-0.89	i
COc1cc(C(=O)Nc2nc3ccccc3[nH]2)ccc1OC(F)F	2.66	i
CC(=O)Nc1cccc(NC(=O)c2ccc3[nH]c(C)c(C)c3c2)c1	0.76	i
COc1ccc(C(=O)NCCCc2nc3ccccc3n2Cc2cc(C)ccc2C)cc1OC	1.09	i
COc1ccccc1NC(=O)c1c(C)cc(=O)oc1C	1.17	i
C/C=C/C(=O)N1CC2(CC(c3cccc(NC(=O)/C(C)=C/C)c3)=NO2)C[C@H]1C(N)=O (stereo partly specified)	0.64	i
CC(CC(=O)Nc1ccc(Cl)c([N+](=O)[O-])c1)c1ccccc1 (stereo unspecified)	-1.57	i
CNS(=O)(=O)c1cccc(C(=O)OCC(=O)N2c3ccccc3CC2C)c1 (stereo unspecified)	-0.38	i
CCSc1ncc(/C=N/Nc2ccc(Cl)cc2)n1C	1.93	i
CCN1C(=O)/C(=C\C=C2/C=CC=CN2CC)SC1=S	-0.61	i
CCn1c(SCC(=O)Nc2nc(-c3ccc(C)cc3)cs2)nnc1-c1ccccc1	-0.01	i
O=C(c1cc(=O)[nH]c2ccccc12)N1CCN(c2ccccc2)CC1	-0.19	i
Cn1nc(C(=O)N2CCN(c3ccc(F)cc3)CC2)c2c1-c1ccccc1S(=O)(=O)C2	0.91	i
COc1ccc(F)cc1S(=O)(=O)n1nnc2ccccc21	1.25	i
CCOc1ccccc1NC(=O)c1ccccc1NC(=O)c1ccco1	1.44	i
Cc1ccc(NC(=O)C2CCCN2C(=O)NC2CCCCC2)c(C)c1 (stereo unspecified)	-1.12	i

Record cards, as listed above. Screens in order: Kir21 inh	KCNQ2 block
`Cc1cccc(NC(=O)c2ccc(S(=O)(=O)N3CCCCC3)cc2)c1` reads -1.25	i
`CN1CCc2nc3ccc(Cl)cc3c(-c3ccccc3Cl)c2C1` reads -4.12	i
`Cc1sc2ncnc(NCCCn3ccnc3)c2c1C` reads -1.46	i
`CCSc1ncc(/C=N/Nc2ccc(Cl)cc2)n1C` reads 1.93	i
`COc1ccccc1N1CCN(C(=O)C2CCN(S(=O)(=O)c3ccc(F)cc3)CC2)CC1` reads 0.05	i

Later entries:
SMILES	Kir21 inh	KCNQ2 block
COc1ccccc1C(=O)NCCC(=O)Nc1cccnc1	-1.78	i
O=C(CSc1nc2ncccc2[nH]1)c1cccc([N+](=O)[O-])c1	0.64	i
CC(Oc1coc(CN2CCN(C(=O)c3ccco3)CC2)cc1=O)c1ccccc1 (stereo unspecified)	-1.33	i
CC(C)c1cc(C(C)C)c(S(=O)(=O)N2c3ccccc3[C@]3(Br)C[C@H]4C(=O)N[C@@H](Cc5ccccc5)C(=O)N4[C@H]23)c(C(C)C)c1	-0.71	i
COCCNC(=O)CSc1nc2ccccc2c(=O)n1-c1cccc(OC)c1	-0.29	i
CCC(CC)C(=O)c1c[nH]c(C(=O)NCCc2ccccn2)c1	-0.49	i
CN(C)CC(=O)c1c[nH]c2ccccc12	0.05	i
N#Cc1cc([N+](=O)[O-])ccc1NCCN1CCOCC1	0.78	i
COc1ccc(N(CC(=O)NCc2ccc3c(c2)OCO3)C(=O)CCC(=O)Nc2ccccn2)cc1	0.84	i
COC(=O)c1sccc1NC(=O)CC1NCCNC1=O (stereo unspecified)	-0.81	i
CCN(CC)S(=O)(=O)c1ccc(C(=O)OCC(=O)Nc2sc3c(c2C#N)CCCCC3)cc1	0.27	i
COCCCNc1nc2c(-c3cccc(C)c3)nnn2c2ccc(Cl)cc12	1.55	i
CC1(C)Cc2ccccc2-c2nnc(SCc3ccc(C#N)cc3)n21	-2.36	i
CCN(Cc1ccncc1)C(=O)CCc1nnc(CCc2ccccc2OC)o1	1.73	i
COCCCNC(=S)Nc1cc2oc3ccccc3c2cc1OC	2.36	i
CC(C)Oc1ccc(/C(O)=C2/C(=O)C(=O)N(CCN3CCNCC3)C2c2cccc([N+](=O)[O-])c2)cc1 (stereo unspecified)	0.37	i
Nc1nc(SCc2ccccc2)c2[nH]cnc2n1	-0.61	i
CC1CN(C(=O)Cn2cc(S(=O)(=O)CC(=O)N3CCOCC3)c3ccccc32)CC(C)O1 (stereo unspecified)	0.52	i
COc1ccc(C/C(N)=N/O)cc1	-2.67	i
CS(=O)(=O)c1nc(-c2ccco2)cc(C(F)(F)F)n1	-0.5	i
CCOC(=O)c1cnc2c(cnn2C)c1NCc1ccc(OC)cc1	-0.49	i
N#CCCS(=O)(=O)c1ccc(N)cc1	0.73	i
O=C(N/N=C/C(Cl)=C\c1ccccc1)c1ccco1	0.26	i
O=C(NCc1ccccc1Br)C1CCCO1 (stereo unspecified)	0.69	i
CN1CCN(CCCNC(=O)C2CCN(c3nnc(-n4cccc4)s3)CC2)CC1	1.19	i
CCC(=O)Nc1cccc(C(=O)N(Cc2ccccc2)Cc2ccccc2)c1	-1.88	i
COc1ccc(CCN(C)C(=O)c2ccc(OCC(=O)N3CCOCC3)c(OC)c2)cc1OC	1.89	i
Cc1ccc(OC(=O)c2cncc(Br)c2)c(C)c1	1.63	i
Cc1cc(C)nc(N/N=C/c2ccccc2OCc2ccccc2)n1	0.22	i
Cc1noc(C)c1CSc1nnc(-c2cccnc2)n1C1CCCCC1C (stereo unspecified)	-0.02	i
O=C(NCCOCc1ccccc1)C(c1ccccc1)c1ccccc1	-2.38	i
COc1ccc(CCNC(=O)c2ccc3c(c2)NC(=O)C(C(C)C)N3)cc1OC (stereo unspecified)	1.22	i
CC(C)n1c(=NC(=O)c2ccco2)c(C#N)cc2c(=O)n3ccccc3cc21	-0.73	i
O=C(O)c1cc(O)c2c(c1)[C@H]([C@H]1c3cc(C(=O)O)cc(O)c3C(=O)c3c(O[C@@H]4O[C@H](CO)[C@@H](O)[C@H](O)[C@H]4O)cccc31)c1cccc(OC3O[C@H](CO)[C@@H](O)[C@H](O)[C@H]3O)c1C2=O (stereo partly specified)	0.11	i
O=C(O)c1ccc2c3c(cccc13)C(=O)N(c1cccc3ccccc13)C2=O	0.5	i

Assay outcomes as filed in PubChem.

Compounds were not picked by outcome; any-hit rate near 1.9%.
